# Screens as filed in PubChem.
# MrgX1 antag: blocks BAM8-22 activation of human MrgX1 receptor; Q96LB2; MRGX1-HEK293 calcium flux, Fluo-4, BAM8-22 antagonism; stronger effect = lower value; B-score at 10 µM; actives 1.3% (n = 310,000);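 active = calcium-response B-score plate-corrected more than 3 library SD below zero, starting fluorescence within 5 deviations, no agonist response on first addition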;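 note: peak minus trough fluorescence over baseline after final BAM8-22 challenge near maximal dose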
# Target sequence (Q96LB2 whole entry, looked up): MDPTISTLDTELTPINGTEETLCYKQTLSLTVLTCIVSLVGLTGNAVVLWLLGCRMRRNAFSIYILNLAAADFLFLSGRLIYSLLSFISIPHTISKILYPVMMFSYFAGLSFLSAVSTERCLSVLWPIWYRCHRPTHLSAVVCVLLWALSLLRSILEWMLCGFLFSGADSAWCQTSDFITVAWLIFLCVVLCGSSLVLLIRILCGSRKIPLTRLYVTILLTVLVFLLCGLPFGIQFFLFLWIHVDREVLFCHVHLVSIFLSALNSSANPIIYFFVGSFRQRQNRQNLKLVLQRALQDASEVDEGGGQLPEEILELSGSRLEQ
# TRPC6 inhibitor: mouse TRPC6 channel inhibition; HEK293-TRPC6, membrane potential dye, ACh-evoked depolarization; stronger effect = lower value; AID 2553; actives 1.1% (n = 310,000); Q61143; B-score at 10 µM;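 active = B-score under library mean minus 3 SD, initial fluorescence not abnormally high, positive integrated signal ratio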;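 note: B-score derived from integrated fluorescence ratio over the kinetic read; more negative B-score means stronger inhibition of depolarization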
# TRPC6 act: activates the mouse TRPC6 cation channel; Q61143; HEK293-TRPC6 membrane potential dye fluorescence; stronger effect = higher value; B-score at 10 µM; actives 0.13% (n = 310,000);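 active = B-score of the integrated fluorescence ratio above library mean plus 3 SD, and starting fluorescence ratio within library mean plus 5 SD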;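 note: higher score means more depolarization so channel activation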
# TRPC4 potent: allosterically enhances the mouse TRPC4 cation channel | Q9QUQ5 | HEK293 TRPC4beta/mu-opioid, DAMGO EC20, Fluo-4 Ca2+ flux; stronger effect = higher value | B-score at 10 µM | actives 0.42% (n = 310,000) | AID 2227;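 active = B-score of calcium response area above 5 SD of library B-scores, with initial fluorescence ratio within 5 SD of library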;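 note: B-score of integrated fluorescence ratio over time as area under calcium response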
# TMEM16A act: mouse TMEM16A channel activation, primary screen | actives 0.3% (n = 340,000) | B-score at 10 µM | Q8BHY3 | HEK293 TMEM16A/YFP-H148Q/I152L, iodide quench fluorescence; stronger effect = lower value | AID 623877;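 active = fluorescence-ratio B-score plate-corrected deviation score at least 3 library SD below zero, with starting fluorescence score within 5 deviations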;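 note: channel opened by trigger with iodide after compound preincubation; score built on the fluorescence ratio of max minus min over baseline; more negative score means more quench and so TMEM16A activation or potentiation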
# TMEM16A inh: mouse TMEM16A channel inhibition, primary screen; actives 1.2% (n = 310,000); normalized B-score (activity score, 25-100; higher = stronger inhibition) at 10 µM; AID 588511; Q8BHY3; HEK293 TMEM16A/YFP iodide influx fluorescence, ionomycin;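 active = ratio plate-corrected score three or more library SD toward inhibition, starting fluorescence score within five deviations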;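 note: score derived from kinetic fluorescence span divided by baseline fluorescence per well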
# MrgX1 ag: human MrgX1 receptor agonism, primary screen. Q96LB2. MrgX1-HEK293 cells, Fluo-4 calcium fluorescence, agonist mode; stronger effect = higher value. B-score at 10 µM. actives 0.44% (n = 310,000);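 active = calcium response B-score plate-corrected fluorescence ratio at least 3 library SD, with starting fluorescence B-score inside 5 SD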
#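 Assay system: MrgX1-expressing HEK293 cells / Amount: fifteen thousand cells per well / Doses: test compound in the initial addition of three / Timing: cells plated overnight, dye loaded 0.5 h 37 °C, 0.5 h room temperature / Technique: kinetic calcium dye fluorescence, Fluo-4 NW / Control set: positive and negative controls per plate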
# MrgX1 PAM: allosterically activates human MrgX1 receptor signaling; MrgX1-HEK293, Fluo-4 calcium flux, FDSS; stronger effect = higher value; B-score at 10 µM; actives 0.63% (n = 310,000);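 active = plate-corrected calcium response at least 3 library SD above typical, normal starting fluorescence, not activating the receptor alone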;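 note: compound read alongside a low EC10 to EC30 dose of BAM8-22 agonist; peak minus trough fluorescence over baseline measured at the second addition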
# TRPC4 act: activators of mouse TRPC4 channel. HEK293 TRPC4beta/mu-opioid, Fluo4 calcium fluorescence; stronger effect = higher value. Q9QUQ5. B-score at 10 µM. actives 0.49% (n = 310,000);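 active = B-score above 5 SD of library B-scores, and initial fluorescence ratio not above library mean plus 5 SD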;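 note: positive B-score marks a calcium rise read as TRPC4 activation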
#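 Technique: kinetic Fluo4 calcium fluorescence; Test system: TRPC4beta and mu-opioid receptor HEK293 stable cells; Measure: B-scored integrated calcium fluorescence ratio; Benchmarks: low control buffer alone, high control maximal DAMGO; Schedule: 45 min room-temperature Fluo4 loading, 110 s read.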
# RGS4 block: inhibitors of human RGS4. HEK293 M3R/RGS4 inducible, Fluo-4 calcium flux; stronger effect = higher value; triggered by carbachol at its EC20. B-score at 10 µM. actives 0.45% (n = 310,000). AID 463165;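 active = B-score, a plate-corrected calcium signal, over three deviations above library mean, with baseline fluorescence within five deviations of library mean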;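 note: RGS4 expression induced by doxycycline in cells with stable M3 receptor; B-score is computed from the integrated fluorescence ratio over baseline after carbachol; higher B-score means a larger calcium signal and so more RGS4 inhibition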
# Target sequence (P49798 whole entry, looked up): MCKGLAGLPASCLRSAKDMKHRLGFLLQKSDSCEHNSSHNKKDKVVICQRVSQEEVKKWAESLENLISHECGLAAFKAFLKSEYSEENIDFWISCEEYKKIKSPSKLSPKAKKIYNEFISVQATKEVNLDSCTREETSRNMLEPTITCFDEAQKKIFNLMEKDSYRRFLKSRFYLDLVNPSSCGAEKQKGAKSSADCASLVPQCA
# TRPC4 block: TRPC4 (mouse) channel inhibition. HEK293 TRPC4beta/mu-opioid, DAMGO-evoked Fluo4 calcium flux; stronger effect = lower value. B-score at 10 µM. actives 0.39% (n = 300,000). AID 2247;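 active = B-score over 3 SD under the library average, no early fluorescence shift, positive overall ratio signal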
#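 Assay system: HEK293 cells with stable TRPC4beta plus mu-opioid receptor expression. Dosing: single dose. Measured by: Fluo4 Ca2+ flux fluorescence. Also added: DAMGO in two steps, submaximal then maximal. Read-out: B score from integrated Fluo4 fluorescence ratio.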
# * hit, by the source's call; i = inactive. This is a random part of the collection; 5.8% or so of the library scored in one or more.
SMILES,MrgX1 antag,TRPC6 inhibitor,TRPC6 act,TRPC4 potent,TMEM16A act,TMEM16A inh,MrgX1 ag,MrgX1 PAM,TRPC4 act,RGS4 block,TRPC4 block
CCCCNC(=O)CC1N=C2c3ccccc3N=C(SCC(=O)Nc3ccccc3C)N2C1=O (stereo not given),i,i,i,i,i,i,i,i,i,i,i
CCOC(=O)Cn1cc(/C=N/NC(=O)c2cc3ccccc3o2)c2ccccc21,i,i,i,i,i,i,i,i,i,i,i
O=c1cc(-c2ccncc2)oc2c1ccc1ccccc12,i,i,i,i,i,i,i,i,i,i,i
COc1ccc(C(=O)CSc2nnnn2Cc2ccccc2)cc1,i,i,i,i,i,i,i,i,i,i,i
Cc1csc2c(=O)n(CCO)c(=O)[nH]c12,i,i,i,i,i,i,i,i,i,i,i
Cc1cc(=O)oc2cc(OCC(=O)OCC(=O)N3CCc4ccccc43)ccc12,i,i,i,i,i,25*,i,i,i,i,i
CCCc1ccc(OCC(O)CN2CCN(CCO)CC2)cc1 (stereo not given),i,i,i,i,i,i,i,i,i,i,i
CCn1nnc(NC(=O)CSc2ccc(Cl)cc2)n1,i,i,i,i,i,i,i,i,i,i,i
COc1cccc(-c2nn(-c3ccc(F)cc3)cc2C(=O)NCC2CCCO2)c1 (stereo not given),i,i,i,i,i,i,i,i,i,i,i
Cc1cc(OCC(=O)NCCN2CCOCC2)cc(C)c1Br,i,i,i,i,i,i,i,i,i,i,i
CC1CCN(C(=O)c2cc3ccccc3cc2O)CC1,i,i,i,i,i,i,i,i,i,i,i
COc1cccc(-c2ccc(SCC(=O)N3CCN(c4ccccc4)CC3)nn2)c1,i,i,i,i,i,i,i,i,i,i,i
O=C(NCC1CCCN(C(=O)Cc2ccccc2Cl)C1)c1ccc(F)cc1 (stereo not given),i,i,i,i,i,i,i,i,i,i,i
N=C1S/C(=C\c2cccc3ccccc23)C(=O)N1c1ccc(F)cc1,i,i,i,i,i,i,i,i,i,i,i
CCn1cc(C(=O)Nc2ccc3c(c2)OCCO3)c2cc(OC)c(OC)cc2c1=O,i,i,i,i,i,i,i,i,i,i,i
Cc1ccc(C)c(NC(=O)CSc2nnc(-c3cc(C)[nH]n3)n2N)c1,i,i,i,i,i,i,i,i,i,i,i
Cc1ccc(-c2csc(NC(=O)CSc3nc(C)cs3)n2)cc1,i,i,i,i,i,25*,i,i,i,i,i
CCC(C)[C@H](NC(=O)NCc1ccccn1)C(=O)OC (stereo not given in full),i,i,i,i,i,i,i,i,i,i,i
CCOC(=O)c1c(CN2CCOCC2)n(-c2ccccc2)c2cc(Br)c(O)c(CN(C)C)c12,i,i,i,i,i,i,i,i,i,i,i
CCC(=O)N1CC2(CC(c3cccc([N+](=O)[O-])c3)=NO2)C[C@H]1C(=O)NCC(N)=O (stereo not given in full),i,i,i,i,i,i,i,i,i,i,i
COc1ccc(-c2csc(-n3ncc(-c4ccccn4)c3N)n2)cc1,i,i,i,i,i,i,i,i,i,i,i
CC1(C)CC(=O)C2=C(C1)NC1=C(C(=O)c3ccccc31)C2c1ccccc1 (stereo not given),i,i,i,i,i,i,i,i,i,i,i
COc1ccc(C(=O)NCC(=O)OCC(=O)N2CCCc3ccccc32)cc1,i,i,i,i,i,i,i,i,i,i,i
O=C(NCC1CCCCC1)c1cccc([N+](=O)[O-])c1,i,i,i,i,i,i,i,i,i,i,i
COc1ccc(CCNC(=O)C2C3CCC(C3)C2C(=O)O)cc1OC (stereo not given),i,i,i,i,i,i,i,i,i,i,i
Cc1ccc(S(=O)(=O)c2cccc(S(=O)(=O)N3CCCC3)c2)cc1S(=O)(=O)N1CCCC1,i,i,i,i,i,i,i,i,i,i,i
CC(C)(C)SC(C(=O)N1CCOCC1)c1ccc(Br)cc1 (stereo not given),i,i,i,i,i,i,i,i,i,i,i
CC1=C(C(=O)OC(C)C)C(c2ccc(N(C)C)cc2)C2=C(CC(C)(C)CC2=O)N1 (stereo not given),i,i,i,i,i,i,i,i,i,i,i
Cc1ccccc1N1C(=O)C(Oc2ccc(Cl)cc2)C1CNCC1CCCO1 (stereo not given),i,i,i,i,i,i,i,i,i,i,i
CCOC(=O)c1c(C)n(CCOc2ccccc2)c2ccc(O)cc12,i,i,i,i,i,i,i,i,i,i,i
C/C(=N/NC(=O)c1sc(=S)n(C)c1C)c1ccccc1,i,i,i,i,i,i,i,i,i,i,i
O=C(CNS(=O)(=O)c1c(Cl)cccc1Cl)N1CCCCCC1,i,i,i,i,i,i,i,i,i,i,i
c1ccc(CCNc2ncnc3c2cnn3-c2ccccc2)cc1,i,i,i,i,i,i,i,i,i,i,i
CC(=O)c1ccc(N2CCN(C(=O)C3CCN(S(=O)(=O)c4cccs4)CC3)CC2)cc1,i,i,i,i,i,i,i,i,i,i,i
Cc1ccc(NC(=O)CCOc2ccccc2)c(C)c1,i,i,i,i,i,i,i,i,i,i,i
CCNS(=O)(=O)c1ccc(NS(C)(=O)=O)cc1,i,i,i,i,i,i,i,i,i,i,i
CCOc1ccc(NC(=O)NCCN2CCN(c3cccc(C)c3C)CC2)cc1,i,i,i,i,i,i,i,i,i,i,i
O=C(Cc1ccc(Cl)cc1)Nc1ccc(Cl)cn1,i,i,i,i,i,i,i,i,i,i,i
O=C(CSCc1ccccc1)Nc1ccc2c(c1)C(=O)NC2=O,i,i,i,i,i,i,i,i,i,i,i
Cn1c2c(c(=O)n(C)c1=O)C(c1cccc([N+](=O)[O-])c1)Nc1ccccc1O2 (stereo not given),i,i,i,i,i,i,i,i,i,i,i
CS(=O)(=O)NCc1ccc(C(=O)NC2CCCCC2)cc1,i,i,i,i,i,i,i,i,i,i,i
COP(=O)(OC)c1nc(-c2cccc3ccccc23)oc1N1CCCCC1,i,i,i,i,i,i,i,i,i,i,i
Cc1ccc(NC2=NCC(=O)N2C2CCCC2)cc1C,i,i,i,i,i,i,i,i,i,i,i
NC(=S)N/N=C1\CC(n2nnnc2-c2ccccc2Cl)C2COC1O2 (stereo not given),i,i,i,i,i,i,i,i,i,i,i
O=S(=O)(Nc1ccc(F)cc1Cl)c1ccc(-c2cnc(C3CC3)o2)cc1,i,i,i,i,i,i,i,i,i,i,i
COc1ccc2cc(CN(Cc3ccco3)Cc3nnnn3C3CCCCC3)c(=O)[nH]c2c1,i,i,i,i,i,i,i,i,i,i,i
CCn1c(=O)c(=O)[nH]c2cc(C(=O)NC3CC3)ccc21,i,i,i,i,i,i,i,i,i,i,i
Cc1ccc(S(=O)(=O)/N=C(\c2ccccc2)N(C)S(=O)(=O)c2ccccc2)cc1,i,i,i,i,i,i,i,i,i,i,i
CCOc1ccccc1NC(=O)NS(=O)(=O)c1ccc(C)cc1,i,i,i,i,i,i,i,i,i,i,i
COc1ccc(CNC(=O)c2cc(S(=O)(=O)N3CCOCC3)cn2C)cc1,i,i,i,i,i,i,i,i,i,i,i
CC(=O)Nc1ccccc1C(=O)N1CCN(Cc2ccccc2)CC1,i,i,i,i,i,i,i,i,i,i,i
Cc1cc(NC(=O)c2cnn3cccnc23)nn1CC(=O)Nc1cccnc1,i,i,i,150*,i,i,i,i,51*,i,i
CCOC(=O)/C=c1\s/c(=C\c2ccc(-c3ccccc3)cc2)c(=O)n1CC(=O)NCc1ccc2c(c1)OCO2,i,i,i,i,i,i,i,i,i,i,i
CS(=O)(=O)Oc1ccc(Br)c2cccnc12,i,i,i,i,i,i,i,i,i,i,i
O=C(O)c1ccccc1Sc1ccccc1S(=O)(=O)NC1CCCCC1,i,i,i,i,i,i,i,i,i,i,i
CS(=O)(=O)N(Cc1ccc(C(=O)NCCSc2ccccn2)cc1)c1ccccc1,i,i,i,i,i,i,i,i,i,i,i
Cc1ccc(CCNC(=O)C2CCN(S(=O)(=O)c3cccc4nsnc34)CC2)cc1,i,i,i,i,i,i,i,i,i,i,i
Cc1ccc2c(CC(=O)OCn3nnc4ccccc4c3=O)coc2c1,i,i,i,i,i,i,i,i,i,i,i
Cc1ccc(NC(=O)CN2C(=O)N/C(=C/c3ccccc3OCc3cccc(C(=O)O)c3)C2=O)cc1,i,i,i,i,i,i,i,i,i,i,i
Cc1cccc2cc(/C=C/C(=O)c3ccco3)c(Cl)nc12,i,i,i,i,i,i,i,i,i,i,i
# (list continues)
SMILES,MrgX1 antag,TRPC6 inhibitor,TRPC6 act,TRPC4 potent,TMEM16A act,TMEM16A inh,MrgX1 ag,MrgX1 PAM,TRPC4 act,RGS4 block,TRPC4 block
CCOC(=O)c1ccc2[nH]c3c(c2c1)CCCC3C(=O)OCC (stereo not given),i,i,i,i,i,i,i,i,i,i,i
O=C(NCc1ccccn1)c1ccc(CS(=O)(=O)Cc2ccc(Cl)cc2)o1,i,i,i,i,i,i,i,i,i,i,i
Cc1noc2ncnc(Sc3ccccc3Cl)c12,i,i,i,i,i,i,i,i,i,i,i
c1ccc(CCNc2ncnc3scc(C4COc5ccccc5O4)c23)cc1 (stereo not given),i,i,i,i,i,i,i,i,i,i,i
Cc1ccc(NS(=O)(=O)c2sc3ccc(Cl)cc3c2C)cc1,i,i,i,i,i,100*,i,i,i,i,i
CC12CN(Cc3ccccc3)CC(C)(CN(Cc3ccccc3)C1)C2=NO,i,i,i,i,i,i,i,i,i,i,i
CCCN(CCC)CCCNC(=O)Cn1cnc2sc(C)c(S(=O)(=O)N3CCOCC3)c2c1=O,i,i,i,i,i,i,i,i,i,i,i
CNc1nc(Cl)nc(NC(C)(C)C)n1,i,i,i,i,i,i,i,i,i,i,i
